Bioassay records deposited in PubChem BioAssay by several laboratories.
CAL PDZ FP-1: human CAL PDZ-peptide interaction inhibition. Q9HD26. purified CAL PDZ, TMR-peptide fluorescence polarization, 1 h. inhibition, % at 20 µM. actives 0.02% (n = 330,000). AID 504414;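 active = highest replicate inhibition of at least 40%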;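 also: plate controls were DMSO neutral control wells for no effect and unlabeled competitor peptide control wells for full effect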
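Test system: purified CerCALP PDZ construct; Compound dosing: one concentration, 20 µM compound; Also added: TMR-labelled reporter peptide T*-PRC34 bound in PDZ groove; Read-out: inhibition from polarization loss; Controls: unlabelled peptide and DMSO controls; Signal: FP readout, S and P plane fluorescence; Incubation: 1 h at RT.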
SR-BI DiI-HDL act: SR-BI HDL lipid transfer activation; AID 504775; actives 0.096% (n = 320,000); activation, % at 12.5 µM; CHO ldlA[mSR-BI] cells, DiI-HDL uptake fluorescence, 3 h; 100 = double the neutral-control signal;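 active = mean replicate activation of at least 60% and every replicate at or above 60%; inconclusive = mean or all-replicate condition met, but not both; inactive = mean below 60% and not all replicates reaching 60%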;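 also: 0% = median plate neutral-control signal and 100% = twice that signal; values of inactives mirror those of a sister screen read the other way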
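material = CHO ldlA[mSR-BI] cells | medium = Ham's F12 with 0.5% BSA, HEPES 25 mM, pH 7.4 | reagent = fluorescent DiI-HDL, 10 µg/mL final | compound dosing = single-point compound dose | incubation = 3 h, 37 °C | measured by = bottom-read fluorescence, 550/595 nm | measure = HDL uptake via cellular fluorescence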
Tat export inh: E. coli Tat transport inhibition; E. coli MC4100 TorA-mCherry Tat export, fluorescence; inhibition, % at 10 µM; actives 0.036% (n = 340,000); AID 488895;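 active = mean replicate inhibition at least 50% and at least half of replicates individually reaching 50%; inconclusive = only one of the two criteria met; inactive = neither criterion met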;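 also: exported cargo escapes ClpAP degradation while cytoplasmic cargo is degraded and loses fluorescence; 0% = median of neutral control wells and 100% = median of NaSCN control wells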
CAL PDZ FP-2: CAL PDZ (human) peptide binding inhibition; Q9HD26; purified CAL PDZ, TMR-peptide fluorescence polarization, 1 h; inhibition, % at 24.9 µM; actives 0.92% (n = 300,000); AID 602252;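 active = mean inhibition of at least 30% with at least half of replicates also reaching 30%; inconclusive = no clear call, values can overlap the other calls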;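 also: 0% = DMSO neutral control and 100% = excess unlabeled competitor peptide PRC23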
phage Ecoli inh: E. coli growth loss with phage present | growth absorbance | inhibition, % at 11.9 µM | actives 0.26% (n = 360,000) | AID 651602; in the data active = inhibition above about 11%
MITF act: activators of MITF-driven TRPM1 promoter activity in SK-MEL-5 cells; SK-MEL-5 TRPM1-promoter luciferase, 24 h; % of positive control, neutral wells = 0; activation, % at 12.5 µM; actives 0.75% (n = 300,000);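 active = mean activation of at least 80% with every replicate also reaching 80%; inconclusive = mean reaches 80% but some replicate falls short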;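 also: 0% = neutral control wells and 100% = parthenolide positive control wells; values of inactives mirror those of a sister screen read the other way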
Ecoli viability: reduces bacterial viability in AddAB counter-screen. E. coli V3065 growth, OD600 absorbance, 18 h. inhibition, % at 11.9 µM. actives 0.27% (n = 330,000). AID 449728;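 active = inhibition above the campaign's mean inhibition across all tested compounds plus 3 SD, cut at about 9.9% in these data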;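 also: uninfected addAB+ strain grown without phage in ampicillin broth; 0% = DMSO wells and 100% = ciprofloxacin 0.95 µg/ml wells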
AddAB inh: less growth of phage-infected E. coli with AddAB; E. coli expressing H. pylori AddAB, absorbance growth; inhibition, % at 11.9 µM; actives 0.29% (n = 330,000); AID 435030; in the data active = inhibition above about 12%;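 also: 0% = vehicle wells of infected cells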
Wnt bcat act: activates Wnt/beta-catenin signaling in a reporter cell assay; AID 743398; actives 1.2% (n = 300,000); activation, % at 9.35 µM; activator, plate reader; in the data active = activation above about 30%, passing the limit was not always enough; inconclusive = no clear call, values can overlap the other calls;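 also: 0% = neutral control wells and 100% = positive control wells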
SR-BI DiI inh: mouse SR-BI HDL lipid transfer inhibition; ldlA[mSR-BI] CHO cells, DiI-HDL uptake fluorescence, 3 h; inhibition, % at 12.5 µM; actives 0.96% (n = 320,000); AID 488896;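 active = mean replicate inhibition of at least 70% and a set share of replicates each scoring 70 or more; inconclusive = meets just one of the two criteria; inactive = fails both criteria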;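 also: 0% = median of neutral control wells and 100% = median of positive control wells; values of inactives mirror those of a sister screen read the other way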
Target sequence (Q61009 whole entry, looked up): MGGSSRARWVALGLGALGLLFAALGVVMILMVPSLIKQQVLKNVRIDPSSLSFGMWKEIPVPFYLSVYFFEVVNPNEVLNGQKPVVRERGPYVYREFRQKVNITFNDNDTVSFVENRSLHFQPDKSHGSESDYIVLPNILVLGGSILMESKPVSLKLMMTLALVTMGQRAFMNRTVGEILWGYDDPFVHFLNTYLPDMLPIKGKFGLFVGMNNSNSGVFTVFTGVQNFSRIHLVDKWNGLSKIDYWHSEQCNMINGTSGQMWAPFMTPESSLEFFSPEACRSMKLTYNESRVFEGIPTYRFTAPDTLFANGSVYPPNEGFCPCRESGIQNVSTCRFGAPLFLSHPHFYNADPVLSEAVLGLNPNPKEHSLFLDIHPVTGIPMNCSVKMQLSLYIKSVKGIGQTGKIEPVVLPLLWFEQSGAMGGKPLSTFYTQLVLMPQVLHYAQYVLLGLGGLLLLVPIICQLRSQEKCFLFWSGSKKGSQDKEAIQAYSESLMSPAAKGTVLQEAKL
An asterisk follows results filed as active; ? = inconclusive; nt = no result given; & = joins results of further samples.

Every second line gives: Ecoli viability	phage Ecoli inh	SR-BI DiI inh	SR-BI DiI-HDL act	AddAB inh	MITF act	CAL PDZ FP-1	Tat export inh	CAL PDZ FP-2	Wnt bcat act
O=C(NC(=S)NC1CCSC1=O)c1cccc([N+](=O)[O-])c1 (centres undefined)
  1.4	1.0	28	-28	-2.8	-15	-1.7	-3	-4	0
Cn1c(Cl)c(/C=N/OC(=O)c2cccc(Cl)c2)c2ccccc21
  -2.7	0.5	-17	17	3.4	6	-0.5	-6	-6	nt
CC(C)c1ccc(OCc2ccc(C(=O)O)o2)cc1
  0.3	nt	-13	13	2.6	-18	-2.4	-1	-6	12
O=C(O)C1CCN(C(=O)COc2ccc3c4c(c(=O)oc3c2)CCC4)CC1
  -0.5	1.3	3	17	3.4	nt	-2.3	5	nt	-2
Cc1cccc(NC(=O)C2CCN(S(=O)(=O)c3ccc4c(c3)NC(=O)CO4)CC2)c1C
  -2.7	4.0	30	nt	1.2	5	-2.3	8	-4	0
Cc1ccc(Cl)cc1N1CCN(C(=O)C2CCC(=O)N2C(C)C)CC1 (centres undefined)
  -2.7	2.4	-6	6	0.5	nt	-1.1	-1	nt	-2
Cc1ccc(S(=O)(=O)CCC(=O)OCc2ccccc2)cc1
  -2.3	3.6	-21	21	-0.6	-5	-1.3	0	-2	-2
Nc1nnc(SCC(=O)c2cccc([N+](=O)[O-])c2)s1
  -2.8	2.1	-6	6	1.9	7	-2.3	17	-2	-1
CCOc1ccc2[nH]cc(S(=O)(=O)c3ccc(F)cc3)c(=O)c2c1
  2.7	3.0	nt	nt	1.7	-7	-2.3	9	nt	3
COc1cccc(OC)c1C(=O)Nc1ccncc1
  -0.2	1.9	2	-2	0.8	1	0.5	6	5	-3
Cc1cccc(C(=O)O[C@H]2[C@H](C)NS(=O)(=O)[C@H]3CC4C=C[C@]23O4)c1
  -1.7	2.3	3	-3	0.8	4	-1.4	5	0	-3
O=C1C2CC(O)CN2C(=O)N1c1ccccc1 (centres undefined)
  -5.3	1.9	-6	6	2.1	-14	-1.3	-10	1	0
Cc1ccc(N2C(=N)SCC2=O)cc1Cl
  2.8	1.6	-9	9	2.8	1	-5.6	9	-10	1
CCC(=O)c1ccc(OCC(=O)OCC(=O)c2cc(C)n(C)c2C)cc1
  -0.1	3.2	-14	14	-2.5	-7	-3.1	4	-2	0
O=C(COC(=O)c1ccncc1)NC(=O)C1CCCCC1
  -0.1	0.9	-8	8	-0.2	-5	-0.9	5	nt	nt
COc1ccc(NC(=O)NC2(C(=O)N3CCN(C)CC3)CCCCC2)cc1
  0.9	-0.9	-10	10	4.7	-6	9.6	3	61*	3
O=C(Nc1nccs1)C1CCN(S(=O)(=O)c2ccc3c(c2)OCCCO3)CC1
  -1.4	3.6	11	-11	0.4	-5	-1.7	-1	-1	-1
COc1ccc(S(=O)(=O)N2CCOC23CCN(C(=O)c2ccc(Cl)cc2Cl)CC3)cc1
  -0.5	3.7	14	-14	-0.4	-11	-3.0	10	-5	3
Nn1c(SCc2ccccc2F)nnc1-c1ccncc1
  0.5	1.9	nt	nt	1.3	nt	nt	nt	nt	17
COC(=O)CCSCC(=O)N1N=C(c2ccc(Br)cc2)CC1c1cccc(OC)c1OC (centres undefined)
  -1.0	1.0	6	-6	-0.9	-13	-1.8	-24	-2	-3
CCC1(C(=O)c2ccccc2)C2c3cc(Br)ccc3OC(=O)C21C(=O)N1CCOCC1 (centres undefined)
  0.1	1.5	-5	5	-0.5	-2	-0.9	-1	-2	nt
O=C(CSc1ccc(Cl)cc1)Nc1ccccc1N1CCN(C(=O)c2ccccc2)CC1
  -1.4	1.8	40	-40	-1.0	-11	-0.4	-2	-2	nt
CCOC(=O)c1sc(=S)n(-c2ccc(Cl)cc2)c1SC
  0.7	0.0	5	-5	2.2	-7	-0.4	1	-7	-1
O=C(CC12CC3CC(CC(C3)C1)C2)N1CCN(S(=O)(=O)c2cccs2)CC1
  -1.8	-2.3	12	-12	2.6	-3	-1.5	-4	-5	-5
O=C(O)C1CCN(c2nc(-c3ccccc3)nc3c2oc2ccccc23)CC1
  -0.9	0.1	-11	11	-2.5	-22	-0.6	-8	-4	nt
CS(=O)(=O)Nc1ccc(C(=O)Nc2ccc3c(c2)OCCO3)cc1
  2.5	nt	16	-16	2.1	46	0.1	-5	0	12
Cc1ccc(-c2ccc(C(=O)NCCCNC(=O)c3cnccn3)o2)cc1Cl
  -1.4	2.4	nt	nt	4.4	16	-1.2	0	nt	2
CCC(C(=O)O)n1c2ccccc2c2cn[nH]c(=O)c21 (centres undefined)
  -1.6	-3.6	9	-9	-3.9	-13	0.2	-14	3	-1
CCc1cccc2c(C(=O)CSc3nnc(C4CC4)o3)c[nH]c12
  1.1	4.2	51	-51	2.4	17	-0.9	-1	-3	6
CCOC(=O)N1CCN(S(=O)(=O)c2cccs2)CC1
  -4.1	-0.3	9	-9	-0.5	-15	-0.4	2	-4	nt
CC(C)c1ccc(CCNC(=O)c2cccc(S(=O)(=O)N3CCN(C)CC3)c2)cc1
  -0.8	1.4	39	-39	-1.5	-13	-2.4	-4	-4	-2
Cc1ccc(CNC(=O)CCNC(=O)c2ccc([N+](=O)[O-])cc2)cc1
  0.4	1.2	-27	27	0.5	3	-2.5	2	-2	1
CC(=O)c1cccc(N(CC(=O)Nc2ccc(F)cc2F)S(C)(=O)=O)c1
  0.6	3.4	-10	10	3.3	15	0.2	-4	0	nt
COc1ccc(NC(=O)c2ccccc2O)c(OC)c1
  3.3	1.3	21	-21	3.6	58	-0.5	-3	-4	19
CCOC(=O)c1cnc2ccc(C)cc2c1NCCN1CCOCC1
  1.7	-0.9	-14	14	2.4	3	-8.3	-7	nt	0
O=C(COc1ccc(Cl)cc1)NNC(=O)c1cccnc1
  -2.1	5.2	-16	16	1.6	-14	0.8	-1	-2	0
COc1ccc(CN2CCNC(=O)C2CC(=O)NCc2ccc(C)s2)c(OC)c1 (centres undefined)
  0.3	4.5	3	-3	0.2	0	-0.2	4	0	-6
COC(=O)c1cc(S(=O)(=O)Nc2nn(C)c3cccc(F)c23)oc1C
  -0.1	3.3	-17	17	0.7	-1	-1.1	-1	-3	0
O=C(COc1cccc(C(F)(F)F)c1)Nc1ccccc1N1CCCCC1
  1.3	-2.1	28	-28	-1.2	-8	0.4	-8	-1	-3
CCC(C(=O)OCC(=O)NC1CCS(=O)(=O)C1)c1ccccc1 (centres undefined)
  1.1	2.7	-10	10	-0.2	2	-0.9	14	-1	-1
CC(=O)C1=C(O)C(=O)N(CCNCCO)C1c1ccccc1 (centres undefined)
  -0.4	-0.8	-18	18	3.9	1	-1.7	8	1	nt
COc1ccc(S(=O)(=O)N(C)CC(=O)N2CCCCCC2)cc1OC
  1.4	2.7	-24	24	-1.1	15	0.3	-5	-1	nt
Cc1ccc(C(C)C)c(OCCN2C(=O)NC(C)(C)C2=O)c1
  0.2	-0.2	24	-24	1.4	nt	-0.5	5	-2	nt
N/C(=N\OC(=O)c1ccccc1Cl)c1ccncc1
  0.3	1.4	-7	7	1.6	56	-2.5	4	-3	13
CCc1c(C)nc(SCC(=O)N2CCCCC2C)[nH]c1=O (centres undefined)
  -1.3	0.2	-4	4	0.3	0	0.0	-3	-2	0
CC(C)CC(=O)NC(=S)N1CCCCCC1
  -8.3	2.5	nt	nt	-1.5	-11	-0.4	-1	-6	nt
O=C(OCC(=O)N1CCCC1)c1c(Cl)ccc(Cl)c1Cl
  1.3	1.6	nt	nt	3.5	nt	-1.9	-4	-2	0
Cc1ccc(S(=O)(=O)N(C)C)cc1NC(=O)[C@H](Cc1ccccc1)N1C(=O)c2ccccc2C1=O
  -0.5	3.1	53	-53	-1.7	0	-0.7	-8	-1	1
O=C(Nc1ccccc1[N+](=O)[O-])c1cccnc1Cl
  -0.1	2.9	-2	2	-1.4	-13	0.5	-3	-4	0
O=C(/C=C/c1cccs1)NNC(=O)c1ccccc1
  -0.9	1.5	-10	10	0.1	17	0.2	6	0	13
Nc1nonc1-c1nc2ccccc2n1CC(=O)Nc1ccccc1
  0.4	0.8	-7	7	1.1	-6	-2.4	-4	-1	5
COc1ccc(-c2cc(=O)oc3c(C)c(OC(=O)c4cccs4)ccc23)cc1
  -0.3	3.1	33	-33	-1.4	15	-0.3	-4	-2	-13
CCOc1ccc(N=c2oc3cc(O)ccc3cc2C(=O)NCC2CCCO2)cc1 (centres undefined)
  0.8	2.4	56	-56	0.3	13	0.5	4	-5	1
CC1SC(=S)N(c2ccc(N(C)C)cc2)C1=O (centres undefined)
  0.6	1.7	-10	10	0.0	2	0.0	-1	0	1
Cn1nnnc1SCC(=O)Nc1nc2c(s1)CCCC2
  -2.5	1.9	-23	23	3.1	93*	-2.4	4	0	?
COc1ccccc1C(=O)NCC(=O)NCC1(N2CCCCC2)CCCCC1
  1.9	0.1	-37	37	2.7	-5	0.0	1	-8	-1
CSc1ccc2c(c1)C(N1CCN(C)CC1)Cc1ccccc1S2 (centres undefined)
  -0.6&-2.8	4.4&2.9	26&10	-26&-10	-1.4&-1.3	-26&1	-2.2	-2&-9	-3&-1	-2&-2
Cc1cccc(NC(=S)N2CCC(C(N)=O)(N3CCCCC3)CC2)c1C
  1.6	3.4	-14	14	3.0	nt	-0.7	-5	nt	0
C(=C\c1sc(Nc2ccccc2)n[n+]1-c1ccccc1)/c1ccccc1
  nt	-0.6	66	-66	nt	-80	0.4	10	1	3
C=CCn1c(SCc2cc([N+](=O)[O-])cc3c2OCOC3)nc2cc(C(=O)O)ccc2c1=O
  0.8	3.3	-9	9	0.3	7	-2.8	-4	-6	1

More entries
Every second line gives: Ecoli viability	phage Ecoli inh	SR-BI DiI inh	SR-BI DiI-HDL act	AddAB inh	MITF act	CAL PDZ FP-1	Tat export inh	CAL PDZ FP-2	Wnt bcat act
COC(=O)c1cccc(Nc2nc3ccccc3nc2C)c1
  0.9	1.8	29	-29	1.0	14	-1.4	0	-2	nt
FC(F)(F)c1cc(-c2ccco2)nc(N2CCN(Cc3ccccc3)CC2)n1
  1.6	2.3	-18	18	1.2	2	0.7	4	-3	nt
Cc1ccc(CONC(=O)c2ccccc2Cl)cc1
  nt	2.1	-5	5	nt	27	-0.9	13	4	3
Cc1ccc2nc3ccc(N4CCCC4)nn3c(=O)c2c1
  0.8	2.4	-18	nt	1.9	94*	-1.3	-1	-3	nt
CN(C)S(=O)(=O)c1ccc(C(=O)NCCS(=O)(=O)N2CCN(c3ccc(F)cc3)CC2)cc1
  -3.9	-1.7	18	-18	1.7	-8	-2.0	-7	-3	-4
